FLuc stim CS: affects firefly luciferase, flagging false hits in luciferase stimulation screens; activation factor at 10 µM; AID 1027; ATPlite luciferase biochemical, luminescence, 10 min; 0 = ATP-free wells, 1 = DMSO control; 200,000 tested, under 10 active; P08659;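 active = luciferase activation factor, scaled between plate controls, of at least 2 with compound at 10 µM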
Target sequence (P08659 whole entry, looked up): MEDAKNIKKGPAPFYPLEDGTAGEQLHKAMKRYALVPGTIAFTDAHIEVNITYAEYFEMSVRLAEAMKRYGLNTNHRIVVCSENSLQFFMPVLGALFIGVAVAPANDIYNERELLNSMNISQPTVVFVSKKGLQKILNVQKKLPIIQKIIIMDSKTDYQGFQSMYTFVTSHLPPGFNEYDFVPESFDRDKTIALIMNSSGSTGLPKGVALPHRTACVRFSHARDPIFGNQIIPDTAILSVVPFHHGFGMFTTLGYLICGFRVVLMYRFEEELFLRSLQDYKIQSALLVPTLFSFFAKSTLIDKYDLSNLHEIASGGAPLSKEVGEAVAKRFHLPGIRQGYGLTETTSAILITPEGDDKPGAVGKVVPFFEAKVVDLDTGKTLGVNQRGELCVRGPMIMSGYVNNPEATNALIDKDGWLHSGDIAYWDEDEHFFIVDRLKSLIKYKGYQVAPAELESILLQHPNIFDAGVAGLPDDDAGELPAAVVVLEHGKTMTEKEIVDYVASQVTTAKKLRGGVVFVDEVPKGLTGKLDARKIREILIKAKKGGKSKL
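System: luciferase plus luciferin reagent, cell-free; medium: PBS as buffer for the ATP substrate; dosing: test compounds dosed from 2 mM stocks in 100% DMSO; timing: 10 min post-reagent at room temperature; measured by: luminescence measurement of luciferase light output; evaluation: luciferase activation, seen as luminescence increase over controls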
Diaph act CS: diaphorase activation or chemical reduction counter-screen. Diaphorase/resazurin coupled assay, resorufin fluorescence, 16 min; stronger effect = higher value; 1 = vehicle wells, 0 = NADH-free wells. activation factor at 20 µM. 190,000 tested, 0.005% active;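 active = diaphorase activity raised at least twofold by the compound at 20 µM; inactive = activation factor below 2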
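Assay system: Purified diaphorase enzyme from Clostridium kluyveri | Amount: Enzyme 0.07 U/mL final | Dosing: Compound 20 µM once, DMSO 1% | Timing: 16 min reaction at room temperature | Detection: Fluorescence, excitation 544 nm and emission 590 nm | Evaluation: Higher resorufin formation from activation or reduction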
TNAP act hiacc: TNAP (human) activation, high acceptor. purified TNAP, CDP-star luminescence, 1 M DEA, 30 min; stronger effect = higher value; 0 = EDTA background, 1 = DMSO-only activity. activation factor at 20 µM. 200,000 tested, under 10 active. AID 1136. P05186;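 active = activation factor at least 2 at 20 µM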
Target sequence (P05186 whole entry, looked up): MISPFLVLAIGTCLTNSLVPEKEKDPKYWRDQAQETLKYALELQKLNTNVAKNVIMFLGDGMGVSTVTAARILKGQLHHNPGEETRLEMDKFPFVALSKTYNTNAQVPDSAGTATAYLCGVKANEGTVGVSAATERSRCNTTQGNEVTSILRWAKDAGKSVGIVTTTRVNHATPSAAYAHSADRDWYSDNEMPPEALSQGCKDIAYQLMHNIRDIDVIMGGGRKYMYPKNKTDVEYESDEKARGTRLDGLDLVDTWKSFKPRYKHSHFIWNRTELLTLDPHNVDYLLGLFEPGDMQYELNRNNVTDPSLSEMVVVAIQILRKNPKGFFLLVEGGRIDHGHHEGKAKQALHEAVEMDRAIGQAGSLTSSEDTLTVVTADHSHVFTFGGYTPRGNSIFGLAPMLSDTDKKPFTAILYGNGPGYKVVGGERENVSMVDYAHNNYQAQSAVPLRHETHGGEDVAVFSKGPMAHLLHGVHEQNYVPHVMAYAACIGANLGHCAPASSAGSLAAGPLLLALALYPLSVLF
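Measured by: Luminescent substrate turnover signal | Test system: Human TNAP | Input: TNAP 1/800 final | Dosing: 20 µM single point | Schedule: 30 min, room temperature | Controls: EDTA wells as negative control, DMSO wells as positive control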
Diaph inh CS: counter-screen for diaphorase-based assays: diaphorase inhibitors and chemical oxidizers | diaphorase resazurin-to-resorufin fluorescence, NADH, 16 min; bacterial (C. kluyveri) enzyme, not human | inhibition, % at 20 µM | 190,000 tested, 0.69% active;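 active = primary screen inhibition at 20 µM above a set limit, cut at about 50% in these data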;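 also: plate controls were DMSO with full reaction for no effect and wells lacking NADH for full effect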
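Benchmarks: positive control wells lacking NADH, neutral wells with DMSO only. System: bacterial diaphorase enzyme (C. kluyveri). Input: 0.14 U/mL diaphorase, enzyme working solution. Detection: resorufin fluorescence, excitation 544 nm, emission 590 nm. Times: 16-min room-temperature incubation before reading.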
TNAP inh noacc: TNAP (human) inhibition, acceptor-free conditions. P05186. purified TNAP, CDP-star luminescence, 30 min. inhibition, % at 20 µM. 200,000 tested, 0.26% active. AID 1012;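 active = tissue-nonspecific alkaline phosphatase inhibition above about 50% at 20 µM in the single-dose screen, limit read from the data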;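 also: 0% = DMSO negative control and 100% = EDTA positive control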
PMI act hi M6P: increases human PMI activity with near-saturating mannose 6-phosphate. activation factor at 20 µM. 190,000 tested, 0.34% active. P34949. coupled PMI enzyme assay, resazurin fluorescence, 20 min; stronger effect = higher value; 1 = untreated enzyme, 0 = substrate-free blank;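 active = activation factor of 2 or more at 20 µM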
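Technique: Diaphorase-driven resazurin-to-resorufin fluorescence, excitation 544, emission 590 nm | Assay system: Human PMI in coupled enzyme assay | Times: Enzyme reaction with compound 20 min at room temperature | Medium: HEPES-buffered pH 7.4 with magnesium and detergent | Reagent: Mannose-6-phosphate 1.0 mM (near-saturating) plus 0.22 mM NADP+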
TNAP inh hi DEA: TNAP (human) inhibition, high acceptor. P05186. purified TNAP, CDP-star luminescence, 1 M DEA. inhibition, % at 20 µM. 200,000 tested, 0.03% active;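 active = over 50% inhibition of tissue-nonspecific alkaline phosphatase at 20 µM in the single-dose screen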;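 also: plate controls were DMSO wells for no effect and EDTA-quenched wells as full inhibition for full effect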
G6PDH CS: L. mesenteroides G6PDH inhibition counter-screen; 200,000 tested, 0.12% active; Purified L. mesenteroides G6PDH, diaphorase/resazurin coupled fluorescence, 45 min; inhibition, % at 5 µM; AID 1020; in the data active = inhibition above about 50%
PMI act: phosphomannose isomerase (human) activation; 190,000 tested, 0.005% active; P34949; activation factor at 20 µM; purified human PMI, coupled resazurin fluorescence, 20 min; stronger effect = higher value; 1 = vehicle control, 0 substrate-free wells;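 active = activation factor of 2 or more at 20 µM, relative to plate controls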
HMGR II inh: E. faecalis class II HMG-CoA reductase inhibition. 190,000 tested, 0.41% active. purified E. faecalis HMGR, NADPH absorbance 340 nm kinetic. AID 1066. inhibition, % at 10 µM;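 active = inhibition above a set limit, the median over all tested compounds plus 3 SD, cut at about 9.5% in these data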;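 also: enzyme runs in reverse so mevalonate oxidation gives rising NADPH absorbance; 0% = complete reaction with DMSO and 100% = background rate lacking mevalonate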
Numbers without * were called inactive.

Results for CC(C)(C)C(C(=O)O)N1CCS(=O)(=O)CC1 (stereo not drawn) ?
FLuc stim CS: 1.1; Diaph act CS: 1; TNAP act hiacc: 1; Diaph inh CS: 2; TNAP inh noacc: -3; PMI act hi M6P: 1.1; TNAP inh hi DEA: -2; G6PDH CS: 7; PMI act: 1.2; HMGR II inh: -3

Results for COc1ccc(CCn2cnc(=O)c(C#N)c2C)cc1OC ?
FLuc stim CS: 1.1; Diaph act CS: 1; TNAP act hiacc: 1; Diaph inh CS: 3; TNAP inh noacc: -13; PMI act hi M6P: 1; TNAP inh hi DEA: -4; G6PDH CS: 1; PMI act: 1; HMGR II inh: 3

What do the screens show for `CC(=O)C1=C(C)NC(C)=C(C(C)=O)C1c1ccccc1`?
FLuc stim CS: 1; Diaph act CS: 1; TNAP act hiacc: 1; Diaph inh CS: 3; TNAP inh noacc: -3; PMI act hi M6P: 1; TNAP inh hi DEA: -2; G6PDH CS: 6; PMI act: 1; HMGR II inh: -4

Results for CCNS(=O)(=O)c1ccc(CCC(=O)NCc2ccc(C)cc2)cc1 ?
FLuc stim CS: 1.1; Diaph act CS: 0.9; TNAP act hiacc: 1; Diaph inh CS: 6; TNAP inh noacc: -5; PMI act hi M6P: 1; TNAP inh hi DEA: -3; G6PDH CS: 8; PMI act: 1; HMGR II inh: -2

Results for COc1ccccc1OCC(O)Cn1c(=N)n(CCN2CCCCC2)c2ccccc21 (stereo not drawn) ?
FLuc stim CS: 1; Diaph act CS: 1; TNAP act hiacc: 1; Diaph inh CS: -2; TNAP inh noacc: -11; PMI act hi M6P: 1; TNAP inh hi DEA: -5; G6PDH CS: -26; PMI act: 1; HMGR II inh: -2

What do the screens show for `Fc1ccc(/C=C\c2nccc3c2[nH]c2ccccc23)cc1`?
FLuc stim CS: 0.9; Diaph act CS: 0.7; TNAP act hiacc: 1.1; Diaph inh CS: 29; TNAP inh noacc: -13; PMI act hi M6P: 0.8; TNAP inh hi DEA: -5; G6PDH CS: 8; PMI act: 0.8; HMGR II inh: -5

What do the screens show for `O=C(N/N=C/c1cccc(OC(=O)N2CCOCC2)c1)c1cccs1`?
FLuc stim CS: 0.6; Diaph act CS: 1; TNAP act hiacc: 1; Diaph inh CS: 4; TNAP inh noacc: -1; PMI act hi M6P: 1.1; TNAP inh hi DEA: -1; G6PDH CS: -14; PMI act: 1; HMGR II inh: -6

What do the screens show for `CSc1ccccc1-n1nnnc1SCC(=O)Nc1ccccc1C`?
FLuc stim CS: 1.1; Diaph act CS: 0.9; TNAP act hiacc: 1.1; Diaph inh CS: 12; TNAP inh noacc: -20; PMI act hi M6P: 1; TNAP inh hi DEA: -8; G6PDH CS: -2; PMI act: 0.9; HMGR II inh: -3

What do the screens show for `Cn1nnc(NC(=S)NC(=O)c2cccs2)n1`?
FLuc stim CS: 1.1; Diaph act CS: 0.7; TNAP act hiacc: 1; Diaph inh CS: 35; TNAP inh noacc: -3; PMI act hi M6P: 1; TNAP inh hi DEA: -2; G6PDH CS: 8; PMI act: 0.9; HMGR II inh: 1

Results for CCOC(=O)Cc1csc(NS(=O)(=O)c2ccc(Br)cc2)n1 ?
FLuc stim CS: 1.1; Diaph act CS: 0.9; TNAP act hiacc: 1; Diaph inh CS: 6; TNAP inh noacc: -2; PMI act hi M6P: 1; TNAP inh hi DEA: 2; G6PDH CS: 5; PMI act: 1.1; HMGR II inh: 0

Results for Cc1c(N)cc(C(=O)N2CCOCC2)cc1[N+](=O)[O-] ?
FLuc stim CS: 1.1; Diaph act CS: 0.9; TNAP act hiacc: 1; Diaph inh CS: 15; TNAP inh noacc: -12; PMI act hi M6P: 0.9; TNAP inh hi DEA: -3; G6PDH CS: 8; PMI act: 0.8; HMGR II inh: -2

How did O=C(NC1CCCC1)c1c[nH]c2ccc(F)cc2c1=O do in these assays?
FLuc stim CS: 1; Diaph act CS: 0.9; TNAP act hiacc: 1.1; Diaph inh CS: 12; TNAP inh noacc: -8; PMI act hi M6P: 0.9; TNAP inh hi DEA: -6; G6PDH CS: -2; PMI act: 0.9; HMGR II inh: -6

Results for Cn1c(SCC(=O)NCCN2C(=O)CSC2=O)nc2ccccc2c1=O ?
FLuc stim CS: 1; Diaph act CS: 0.9; TNAP act hiacc: 1; Diaph inh CS: 7; TNAP inh noacc: -16; PMI act hi M6P: 1; TNAP inh hi DEA: 0; G6PDH CS: -17; PMI act: 0.9; HMGR II inh: -2

Results for COc1ccc(Cc2nc3ccccc3n2CC(=O)N/N=C/c2ccc(O)cc2)cc1OC ?
FLuc stim CS: 1; Diaph act CS: 0.9; TNAP act hiacc: 1; Diaph inh CS: 14; TNAP inh noacc: -14; PMI act hi M6P: 0.9; TNAP inh hi DEA: 2; G6PDH CS: -24; PMI act: 0.9; HMGR II inh: -8

Results for COc1cc(C=O)ccc1OCc1cccc(Br)c1 ?
FLuc stim CS: 0.7; Diaph act CS: 1; TNAP act hiacc: 1; Diaph inh CS: 2; TNAP inh noacc: -1; PMI act hi M6P: 1; TNAP inh hi DEA: -2; G6PDH CS: -7; PMI act: 1; HMGR II inh: -3

Reprinted at random: 2 records from the list.
What do the screens show for `CSc1ccccc1-n1nnnc1SCC(=O)Nc1ccccc1C`?
FLuc stim CS: 1.1; Diaph act CS: 0.9; TNAP act hiacc: 1.1; Diaph inh CS: 12; TNAP inh noacc: -20; PMI act hi M6P: 1; TNAP inh hi DEA: -8; G6PDH CS: -2; PMI act: 0.9; HMGR II inh: -3

How did O=C(NC1CCCC1)c1c[nH]c2ccc(F)cc2c1=O do in these assays?
FLuc stim CS: 1; Diaph act CS: 0.9; TNAP act hiacc: 1.1; Diaph inh CS: 12; TNAP inh noacc: -8; PMI act hi M6P: 0.9; TNAP inh hi DEA: -6; G6PDH CS: -2; PMI act: 0.9; HMGR II inh: -6

(listing goes on)
Results for Cc1ccc(-n2cc(-c3ccccc3)[nH]c2=O)cc1F ?
FLuc stim CS: 0.9; Diaph act CS: 0.9; TNAP act hiacc: 1; Diaph inh CS: 7; TNAP inh noacc: -4; PMI act hi M6P: 1.4; TNAP inh hi DEA: 0; G6PDH CS: 8; PMI act: 1.2; HMGR II inh: -3

Results for CC(NC(=O)NC12CC3CC(CC(C3)C1)C2)C1CCCO1 (stereo not drawn) ?
FLuc stim CS: 1; Diaph act CS: 0.9; TNAP act hiacc: 0.9; Diaph inh CS: 6; TNAP inh noacc: -4; PMI act hi M6P: 1; TNAP inh hi DEA: 5; G6PDH CS: 0; PMI act: 1; HMGR II inh: 3

What do the screens show for `CCOc1ncccc1C(=O)N1CCN(S(=O)(=O)c2ccccc2)CC1`?
FLuc stim CS: 1.1; Diaph act CS: 0.9; TNAP act hiacc: 1; Diaph inh CS: 8; TNAP inh noacc: -6; PMI act hi M6P: 0.9; TNAP inh hi DEA: -4; G6PDH CS: 7; PMI act: 0.9; HMGR II inh: -11

Results for CCc1cc2c(C)ccc(C)c2nc1SCC(=O)Nc1c[nH]c(=O)[nH]c1=O ?
FLuc stim CS: 1; Diaph act CS: 1; TNAP act hiacc: 1; Diaph inh CS: 0; TNAP inh noacc: -33; PMI act hi M6P: 1.1; TNAP inh hi DEA: -3; G6PDH CS: -2; PMI act: 1.1; HMGR II inh: 1

What do the screens show for `Cc1nn(-c2ccccc2)c(Cl)c1/C=N/NC(=O)c1ccco1`?
FLuc stim CS: 0.4; Diaph act CS: 0.9; TNAP act hiacc: 1; Diaph inh CS: 10; TNAP inh noacc: -12; PMI act hi M6P: 1; TNAP inh hi DEA: -2; G6PDH CS: 2; PMI act: 1.1; HMGR II inh: 1

How did COc1ccc(CCNC(=O)Cn2cc(C(F)(F)F)cc(Cl)c2=O)cc1 do in these assays?
FLuc stim CS: 1.1; Diaph act CS: 0.9; TNAP act hiacc: 1; Diaph inh CS: 12; TNAP inh noacc: -15; PMI act hi M6P: 1.3; TNAP inh hi DEA: 0; G6PDH CS: 0; PMI act: 1.4; HMGR II inh: -4

Results for C/C(=N\NC(=O)CC#N)c1cc2ccc(O)cc2oc1=O ?
FLuc stim CS: 1; Diaph act CS: 0.9; TNAP act hiacc: 0.8; Diaph inh CS: 9; TNAP inh noacc: 49; PMI act hi M6P: 0.9; TNAP inh hi DEA: 20; G6PDH CS: 1; PMI act: 1.1; HMGR II inh: 1

How did COc1ccc(/C(O)=C2/C(=O)C(=O)N(CCN(C)C)C2c2cccnc2)cc1OC (stereo not drawn) do in these assays?
FLuc stim CS: 1; Diaph act CS: 1.1; TNAP act hiacc: 1.1; Diaph inh CS: -15; TNAP inh noacc: -5; PMI act hi M6P: 1; TNAP inh hi DEA: -8; G6PDH CS: 13; PMI act: 1.2; HMGR II inh: 2

How did O/N=C(/CCc1ccccc1)C1(O)CCCCC1 do in these assays?
FLuc stim CS: 1.1; Diaph act CS: 0.9; TNAP act hiacc: 1; Diaph inh CS: 6; TNAP inh noacc: -14; PMI act hi M6P: 1; TNAP inh hi DEA: -2; G6PDH CS: 3; PMI act: 1; HMGR II inh: -5

Results for CCOC(=O)CSc1nnc(-c2cccc(Br)c2)o1 ?
FLuc stim CS: 1; Diaph act CS: 0.8; TNAP act hiacc: 1; Diaph inh CS: 17; TNAP inh noacc: -7; PMI act hi M6P: 1; TNAP inh hi DEA: -4; G6PDH CS: 1; PMI act: 1; HMGR II inh: -1

Results for COC(=O)CN1CCN(C(c2ccccc2)c2ccccc2)CC1 ?
FLuc stim CS: 1.1; Diaph act CS: 0.9; TNAP act hiacc: 1; Diaph inh CS: 14; TNAP inh noacc: -4; PMI act hi M6P: 1; TNAP inh hi DEA: 0; G6PDH CS: -10; PMI act: 0.9; HMGR II inh: 3

Structures listed so far that contain a cyano group:
Results for COc1ccc(CCn2cnc(=O)c(C#N)c2C)cc1OC ?
FLuc stim CS: 1.1; Diaph act CS: 1; TNAP act hiacc: 1; Diaph inh CS: 3; TNAP inh noacc: -13; PMI act hi M6P: 1; TNAP inh hi DEA: -4; G6PDH CS: 1; PMI act: 1; HMGR II inh: 3

Results for C/C(=N\NC(=O)CC#N)c1cc2ccc(O)cc2oc1=O ?
FLuc stim CS: 1; Diaph act CS: 0.9; TNAP act hiacc: 0.8; Diaph inh CS: 9; TNAP inh noacc: 49; PMI act hi M6P: 0.9; TNAP inh hi DEA: 20; G6PDH CS: 1; PMI act: 1.1; HMGR II inh: 1
